# Pol eta inh = DNA polymerase eta (human) inhibition. recombinant Pol eta, fluorescent DNA replication assay. Potency, µM (titrated, usually from 114 µM), without a hit: at the top dose activity change, negative = inhibition, most hits filed as inhibitors. actives 1.2% (n = 390,000). AID 588591; also: potency is read from the fitted curve at half-maximal effect; % is scaled to controls: 0 for no effect and ±100 for the full control effect
#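 Pol eta at 10 nM preincubated with compounds 15 min at room temperature; reaction started with fluorescent substrate (50 nM final) and read kinetically at 0 and 10 min.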
# APEX1 inh = inhibitors of human APE1 endonuclease; P27695; recombinant APE1, TAMRA/BHQ-2 abasic DNA cleavage fluorescence; Potency, µM (top dose mostly 65.8 µM), for inactives: at the highest dose activity change, negative = inhibition, usual class: inhibitors; actives 0.35% (n = 350,000); AID 2517;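 also: potency is read from the fitted curve at half-maximal effect; plate controls were vehicle for no effect and reference inhibitor for full effect; nearly all actives have a fitted effect of over 55% in size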
#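 Quantitative HTS: incision of a TAMRA/BHQ-2 double-stranded substrate bearing a tetrahydrofuran abasic site by 0.75 nM APE1 raises fluorescence. Substrate 50 nM final, added after 15 min compound preincubation at room temperature; progress as third-minus-first kinetic read difference.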
# Apoferritin bind = candidate novel general anesthetic via apoferritin binding | Potency, µM (doses to about 77.5 µM), inactives show at the highest dose activity change, negative = displacement, usual class: inhibitors | AID 485281 | actives 0.074% (n = 350,000) | apoferritin/1-aminoanthracene competitive binding, fluorescence | P02791; also: potency is read from the fitted curve at half-maximal effect; % is scaled to controls: 0 for no effect and ±100 for the full control effect; nearly all actives have a fitted effect of over 20% in size
# Target sequence (P02791 2-175 limits assumed): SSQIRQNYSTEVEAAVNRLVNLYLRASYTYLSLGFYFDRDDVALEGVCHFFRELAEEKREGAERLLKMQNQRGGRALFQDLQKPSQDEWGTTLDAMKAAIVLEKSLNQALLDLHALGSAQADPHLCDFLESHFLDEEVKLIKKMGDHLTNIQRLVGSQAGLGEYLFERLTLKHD
#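 Horse-spleen apoferritin (10 uM) was mixed with 50% saturated 1-aminoanthracene in PBS, exposed to compounds for 10 min at room temperature, and read for fluorescence (ex 380 nm, em 535 nm). Competitive displacement was fitted with a four-parameter Hill equation.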
# POLB inh = blocks human DNA polymerase beta activity | P06746 | Pol beta primer extension/strand displacement, fluorescence kinetic | Potency, µM (doses to about 114 µM), without a hit: at the top dose activity change, negative = inhibition, actives largely listed as inhibitors | actives 1.3% (n = 340,000); also: potency is read from the fitted curve at half-maximal effect; % is scaled to controls: 0 for no effect and ±100 for the full control effect
#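 Enzyme-only controls used 10 nM Pol beta; buffer lacking enzyme served as negative control. Compound preincubated 15 min, then 50 nM substrate added; 0 and 10 min reads at room temperature.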
# POLI inh = DNA polymerase iota (human) inhibition; Potency, µM (highest dose often 115 µM), for the others: at the highest dose activity, negative = inhibition, most hits filed as inhibitors; Q9UNA4; AID 588590; actives 1% (n = 390,000); Pol iota fluorescent replication assay, 10 min; also: potency is read from the fitted curve at half-maximal effect
#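 Fluorescent replication assay read twice, at 0 min and 10 min after adding 50 nM (final) substrate. Enzyme (10 nM) and compounds were first incubated 15 min at room temperature; enzyme-free buffer wells were negative controls.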
# BLM helicase inh = Bloom syndrome helicase (human) inhibition; P54132; recombinant BLM DNA unwinding, fluorescence dequenching; Potency, µM (doses to about 56.1 µM), for the others: top-dose activity change, negative = inhibition, usual class: inhibitors; actives 0.2% (n = 350,000); AID 2528;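 also: potency is read from the fitted curve at half-maximal effect; plate controls were vehicle for no effect and no enzyme for full effect; nearly all actives have a fitted effect of over 35% in size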
# PGK inhibitor = inhibitors of T. brucei phosphoglycerate kinase; P07378; PGK/GAPDH coupled, Kinase-Glo luminescence, 60 min; Potency, µM (titrated, usually from 57.5 µM), for the others: at the highest dose activity change, negative = inhibition, hits mostly inhibitors; actives 0.043% (n = 380,000); also: potency is read from the fitted curve at half-maximal effect; % is scaled to controls: 0 for no effect and ±100 for the full control effect; nearly all actives have a fitted effect of over 60% in size
#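 Luminescent ATP detection (Kinase-Glo Plus) follows a 60-minute room-temperature incubation, with wells lacking PGK as controls. Buffer: 100 mM TEA (pH 7.6), 5 mM MgCl2, 0.01% Tween-20. Coupling enzyme GAPDH (100 nM final) supplies unstable 1,3-BPG in-well.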
# RXFP1 antagonist = antagonists of human relaxin receptor RXFP1; Q9HBX9; HEK293-RXFP1, relaxin-stimulated cAMP HTRF, 30 min; active compounds read low; activity change, negative = inhibition, % at 57.5 µM; actives 0.59% (n = 350,000); AID 1259400;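 active = activity change of -60% or lower, but not beyond a set lower limit; inconclusive = change between -60% and -40%, or beyond the set limit; inactive = change above -40%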; also: % is scaled to controls: 0 for no effect and ±100 for the full control effect
# POLK inh = blocks human DNA polymerase kappa activity; Q9UBT6; purified Pol kappa, fluorescent DNA synthesis assay, 10 min; AID 588579; Potency, µM (series often up to 107 µM), for the others: at the highest dose activity, negative = inhibition, hits mostly inhibitors; actives 0.53% (n = 400,000); also: potency is read from the fitted curve at half-maximal effect; % is scaled to controls: 0 for no effect and ±100 for the full control effect
# Target sequence (Q9UBT6 whole entry, looked up): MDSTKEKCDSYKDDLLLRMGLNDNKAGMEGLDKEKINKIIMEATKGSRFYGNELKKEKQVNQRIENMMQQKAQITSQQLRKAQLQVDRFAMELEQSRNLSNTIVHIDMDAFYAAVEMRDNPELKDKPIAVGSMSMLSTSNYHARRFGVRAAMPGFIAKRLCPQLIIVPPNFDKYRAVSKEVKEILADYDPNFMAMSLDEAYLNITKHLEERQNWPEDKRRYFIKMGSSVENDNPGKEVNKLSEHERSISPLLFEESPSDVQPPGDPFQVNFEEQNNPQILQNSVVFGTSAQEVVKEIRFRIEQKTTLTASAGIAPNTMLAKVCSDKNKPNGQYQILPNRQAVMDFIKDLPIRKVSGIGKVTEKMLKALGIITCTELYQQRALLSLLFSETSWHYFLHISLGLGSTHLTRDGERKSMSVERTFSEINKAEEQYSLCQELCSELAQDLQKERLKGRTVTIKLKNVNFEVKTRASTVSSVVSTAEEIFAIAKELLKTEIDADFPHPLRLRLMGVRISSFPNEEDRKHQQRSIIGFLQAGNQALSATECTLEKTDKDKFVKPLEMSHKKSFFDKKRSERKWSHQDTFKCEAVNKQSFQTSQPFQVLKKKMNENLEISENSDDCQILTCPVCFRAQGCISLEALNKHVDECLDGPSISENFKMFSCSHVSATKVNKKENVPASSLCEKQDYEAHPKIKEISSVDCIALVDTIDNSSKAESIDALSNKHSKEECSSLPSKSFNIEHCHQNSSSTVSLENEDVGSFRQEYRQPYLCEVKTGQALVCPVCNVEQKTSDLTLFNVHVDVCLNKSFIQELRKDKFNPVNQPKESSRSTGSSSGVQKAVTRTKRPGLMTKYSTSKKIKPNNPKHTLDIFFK
#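 Here, compound and 10 nM enzyme are combined for 15 min at room temperature; adding 50 nM substrate (final) starts DNA synthesis, tracked by fluorescence at 0 and 10 min against buffer-only wells.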
# * hit, by the source's call; i = inactive; u = inconclusive; x = not tested or not shown; [ ] = remark or other dose. Unless noted, calls follow the shape of the dose curve; as a rule, active = well fitted curve in the direction sought with a large enough effect; inconclusive = small, poorly fitted or top-dose-only effect, or another doubt; inactive = no such curve, though single readings can be large; an effect the other way counts as inactive or inconclusive. An excerpt, so the mix of outcomes need not match the whole.
Pol eta inh | APEX1 inh | Apoferritin bind | POLB inh | POLI inh | BLM helicase inh | PGK inhibitor | RXFP1 antagonist | POLK inh | SMILES
-6.3% | 21.5%[12.4 µM] | -9.7% | 8.0% | 85.4%[activator] | -4.1% | 4.6% | 2.7 | -0.6% | O=C(C1=C(O)C(=O)N(CC2CCCO2)C1c1ccc(Cl)cc1)c1ccco1 (stereo not given)
-13.4% | 2.9% | -20.6% | 0.3% | u | -2.4% | -0.3% | -2.2 | 4.3% | N/C(=N\OC(=O)c1ccco1)c1ccc(Br)cc1
u | -5.1% | u | 0.7% | 4.4% | -8.1% | 6.5% | 1.7 | -10.9% | O=C(NC(=S)Nc1cccc(Cl)c1N1CCCCC1)c1ccco1
35.5µM* | -9.2% | x | x | u | x | -0.5% | 4.9 | -44.8% | CCc1nc2ccc(C(=O)N(CC)CC(=O)Nc3c(F)cccc3F)cc2nc1CC
-12.7% | -9.3% | -17.5% | 46.0% | -13.2% | -2.5% | -5.0% | 6.4 | -15.6% | CCOC(=O)C1CCN(S(=O)(=O)c2ccc(CNC(=O)c3ccccc3)s2)CC1
-16.4% | 0.5% | u | 3.4% | 20.5% | -7.9% | -5.5% | -9.3 | -3.4% | Cc1cc(C)cc(-n2nnc(C(=O)NCc3ccc4c(c3)OCO4)c2N)c1
-8.0% | u | -20.7% | 2.8% | -8.1% | -3.1% | -0.2% | -33.8 | -12.7% | COc1cc(CNn2c(C)n[nH]c2=S)cc(Cl)c1OCc1ccccc1
-6.5% | x | -6.7% | -3.4% | -2.9% | -0.2% | i | x | 1.1% | Cc1ccc2[nH]c(=O)c3cc(C(=O)NCc4cccc(Cl)c4)sc3c2c1
-6.6% | -9.9% | -10.2% | u | 31.6%[activator] | 0.4% | i | -4.6 | 2.8% | C=CCN(C(=O)c1ccc2c(c1)nnn2C)c1ccccc1
-2.9% | 22.6% | -7.0% | 0.8% | 25.6% | -0.6% | -5.6% | 4.3 | -7.0% | O=C(CC(=O)NCc1ccccc1)NCc1ccccc1
-3.8% | -5.0% | -11.5% | 35.7% | -27.5% | 4.8% | -2.4% | -2.5 | 2.3% | C#CCn1c(=NC(=O)CN2C(=O)CCC2=O)sc2cccc(C)c21
-7.8% | x | u | 3.3% | -0.2% | -10.5% | -7.6% | x | -11.9% | COc1ccccc1-c1nnc(SCC(=O)c2ccc(Cl)cc2)n1-c1ccccc1
-2.8% | -2.7% | -1.3% | 30.0% | 27.9% | -3.3% | -8.4% | -2.5 | -11.6% | CNC(=S)N1CCC(NC(=O)C(Cc2ccccc2)NC(C)=O)CC1 (stereo not given)
-13.9% | -3.8% | x | x | 8.1% | x | -5.0% | -15.3 | 10.0% | O=C(COC(=O)C1CC(=O)N(Cc2ccco2)C1)Nc1nc(-c2ccc(F)cc2)cs1 (stereo not given)
-3.0% | -1.1% | 7.0% | -19.5% | 14.4% | -12.2% | x | -11.4 | -7.3% | CCOc1ccccc1OCC(=O)Nc1ccc(S(=O)(=O)Nc2ncccn2)cc1
5.0% | 0.1% | -2.8% | 27.8% | 8.4% | 0.2% | -2.2% | -5.9 | -10.5% | O=C(c1ccccn1)N(Cc1ccco1)C1(C(=O)NC2CCCCC2)CCCCC1
-25.0% | x | u | 2.8% | 24.2% | 0.9% | -6.9% | 22.0 | -13.2% | COc1cccc(CNC(=O)CSc2c3c(nc4ccc(Cl)cc24)CCCC3)c1OC
-26.0% | -9.4% | u | -4.1% | 35.4%[activator] | -5.9% | -8.5% | -4.2 | -10.5% | Cc1cccc(-c2cc(C(=O)Nc3ccncc3)c3ccccc3n2)c1
-7.5% | 28.1% | 8.6% | 35.3% | 46.2%[activator] | -6.3% | -5.5% | 2.2 | 9.7% | Cc1ccc2[nH]c3nc(SCC#N)nnc3c2c1
-12.2% | -8.6% | -12.1% | 13.3% | 28.9% | -5.8% | -6.9% | 6.7 | -1.8% | CC(=O)c1ccc2noc(-c3cccc(C)c3)c2c1

# Results in APEX1 inh and BLM helicase inh, for 4 of the compounds above:
SMILES,APEX1 inh,BLM helicase inh
COc1ccccc1-c1nnc(SCC(=O)c2ccc(Cl)cc2)n1-c1ccccc1,x,-10.5%
C#CCn1c(=NC(=O)CN2C(=O)CCC2=O)sc2cccc(C)c21,-5.0%,4.8%
Cc1cccc(-c2cc(C(=O)Nc3ccncc3)c3ccccc3n2)c1,-9.4%,-5.9%
C=CCN(C(=O)c1ccc2c(c1)nnn2C)c1ccccc1,-9.9%,0.4%

# Further entries follow:
Pol eta inh | APEX1 inh | Apoferritin bind | POLB inh | POLI inh | BLM helicase inh | PGK inhibitor | RXFP1 antagonist | POLK inh | SMILES
6.2% | 0.1% | -4.4% | 39.8% | 3.4% | 1.1% | -11.4% | -9.1 | -3.7% | O=C(O)C1CCC(=O)N(C2CC2)C1c1ccccc1 (stereo not given)
-21.1% | -2.5% | -21.4% | -28.4% | 31.9%[activator] | -3.1% | 0.3% | -2.2 | -2.1% | CCOc1cc(/C=N/O)cc(Br)c1OCC
-13.2% | x | 9.8% | 15.9% | 15.5% | -1.1% | 4.5% | 2.6 | 5.2% | N#Cc1ccccc1CSc1nnc2ccc3ccccc3n12
-3.8% | 27.2% | -2.6% | 18.3% | -1.7% | -1.0% | -3.7% | 6.0 | -2.6% | COc1ccc(-n2c(COc3cccc4cccnc34)nnc2SCC(=O)O)cc1
-11.6% | -0.2% | -5.4% | -3.1% | -6.6% | -1.3% | -0.5% | x | -11.1% | COC(=O)c1ccccc1NC(=O)CSc1nc(N)cc(N)n1
-20.9% | 4.4% | -23.1% | 13.3% | 83.9%[activator] | 0.6% | -3.8% | -3.1 | -7.8% | O=C(Oc1cccc(C(=S)N2CCOCC2)c1)c1cccc([N+](=O)[O-])c1
-7.2% | -3.4% | -3.4% | 10.0% | 152.4%[activator] | 0.3% | -2.8% | 10.0 | 6.0% | CN(C)S(=O)(=O)c1cccc(C(=O)NCCCn2ccnc2)c1
-9.4% | 5.0% | -11.3% | 4.5% | 33.1%[activator] | -0.8% | -6.0% | 5.4 | 4.5% | CCc1ccc(NS(=O)(=O)c2cc3[nH]c(=O)c(=O)[nH]c3cc2C)cc1
-2.7% | 7.8% | -0.5% | 1.1% | 71.8%[activator] | 0.3% | i | -9.2 | -0.1% | CC(C)n1c(=O)[nH][nH]c1=S
-9.7% | 7.4% | 1.4% | 11.8% | -22.9% | -0.2% | -1.7% | -11.8 | 13.1% | COc1cccc(NC(=O)CN(C)CC(=O)NC(C)c2ccccc2)c1 (stereo not given)
-2.7% | 12.8% | -0.3% | 10.6% | 92.3%[activator] | -0.7% | i | 13.0 | -5.8% | COCCn1c(SCC(=O)NC2CCCCC2)nnc1-c1ccco1
15.1% | -1.5% | -20.1% | -0.9% | 15.7% | -1.7% | -7.5% | -7.5 | -5.5% | Cn1nc(C(=O)Nc2ccc(S(=O)(=O)N3CCCCC3)cc2)ccc1=O
-1.7% | -2.9% | -13.1% | 2.1% | -11.9% | -6.6% | -5.0% | -10.3 | -22.4% | CC(C)C(c1nnnn1Cc1cccs1)N1CCN(c2ccccc2)CC1 (stereo not given)
-9.7% | x | 1.9% | 2.9% | 5.7% | -8.3% | i | -13.0 | -8.7%[60.1 µM] | Cc1ccccc1CN1C(=O)c2ccccc2Sc2ccc(C(=O)NCCc3ccccc3)cc21
u | 5.4% | -6.8% | 0.0% | u | 2.4% | i | -11.2 | -25.2% | COc1cc(NC(=O)c2cc3ccccc3o2)c(OC)cc1Br
x | -0.4% | 1.8% | -5.8% | x | -6.7% | x | x | x | Cn1c(=O)c2ncn(CC(=O)N=Nc3c(O)[nH]c4ccccc34)c2n(C)c1=O
-19.5% | -1.9% | -18.7% | 1.9% | -3.2% | -9.4% | -7.7% | -25.2 | -7.6% | N=c1n(Cc2ccccc2)c2ccccc2n1CC(O)COc1ccccc1 (stereo not given)
-8.5% | -41.2% | -5.2% | -5.4% | 162.5%[activator] | -1.8% | -7.2% | -4.1 | -6.9% | Cc1ccc(S(=O)(=O)N2CCCc3ccccc32)cc1C
-1.3% | 47.6%[activator] | x | x | 41.9%[activator] | x | i | -2.7 | 4.4% | O=C(NCc1cccnc1)c1cc(S(=O)(=O)N2CCOCC2)c(Cl)cc1Cl
-9.4% | 16.1% | -3.6% | 14.1% | -15.2% | -2.3% | 3.0% | 13.4 | -6.1% | Cc1cccc(NC(=O)CN2C(=O)/C(=C3\SC(=S)N(CC4CCCO4)C3=O)c3ccccc32)c1 (stereo not given)
-12.2% | -1.0% | -3.7% | -19.2% | 14.8% | -0.9% | -8.0% | -14.4 | 5.0% | Cc1nc(CN2CCC(c3ccccc3)CC2)cc(=O)[nH]1
-9.1% | 2.0% | -9.2% | -18.5% | 29.2% | -4.1% | -0.5% | -28.0 | -17.6% | CSc1nccc(Oc2cncc(Cl)c2)n1
0.4% | 1.8% | -16.0% | 8.2% | 4.4% | -0.3% | -1.9% | 4.6 | -12.4% | CCN(CC(=O)NCc1ccc(F)cc1)CC(O)COCc1cccc(OC)c1 (stereo not given)
-14.1% | 9.8% | 3.9% | 9.4% | u | -28.1% | x | 8.9 | u | Cc1ccc(/C(O)=C/C(=O)C(=O)NNC(=O)C(O)(c2ccccc2)c2ccccc2)cc1

# Records listed above that bear a hit mark in Pol eta inh.
Pol eta inh | APEX1 inh | Apoferritin bind | POLB inh | POLI inh | BLM helicase inh | PGK inhibitor | RXFP1 antagonist | POLK inh | SMILES
35.5µM* | -9.2% | x | x | u | x | -0.5% | 4.9 | -44.8% | CCc1nc2ccc(C(=O)N(CC)CC(=O)Nc3c(F)cccc3F)cc2nc1CC

# Assay outcomes as filed in PubChem.
